Screening data from PubChem.
KDM4C inh – inhibitors of human demethylase GASC-1 KDM4C | inhibition, % at 12.5 µM | Q9H3R0 | 96,000 tested, 0.15% active | GST-KDM4C 2-372, H3K9me3 peptide, LANCE TR-FRET;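 active means mean replicate inhibition above about 25%, with at least 55% of replicates also reaching it, limit read from the data, passing the limit was not always enough; inconclusive means only one of those two conditions met; inactive means neither condition met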
Target sequence (Q9H3R0 2-372 limits assumed): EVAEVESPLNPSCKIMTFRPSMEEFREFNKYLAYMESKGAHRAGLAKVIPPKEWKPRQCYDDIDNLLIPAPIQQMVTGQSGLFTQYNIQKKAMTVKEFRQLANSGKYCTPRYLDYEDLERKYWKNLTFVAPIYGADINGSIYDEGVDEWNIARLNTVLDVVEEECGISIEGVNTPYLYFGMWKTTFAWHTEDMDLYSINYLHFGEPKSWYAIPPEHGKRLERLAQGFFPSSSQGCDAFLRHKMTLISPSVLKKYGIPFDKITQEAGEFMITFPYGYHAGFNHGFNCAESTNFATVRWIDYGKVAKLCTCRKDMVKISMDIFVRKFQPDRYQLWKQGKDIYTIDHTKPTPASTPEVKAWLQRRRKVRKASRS
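Material: GST-tagged GASC-1 (JMJD2C) catalytic fragment, aa 2-372. Input: enzyme final amount 10 nM. Medium: HEPES buffer, pH 7.5, plus ascorbate. Reagent: H3K9me3 peptide substrate, Fe(II), 2-oxoglutarate. Doses: single dose. Times: reaction 30 min RT, detection step 1 h RT. Measured by: LANCE TR-FRET. Evaluation: Fall in 671/618 emission ratio as inhibition.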
C diff growth – C. difficile growth inhibition; Clostridium difficile clinical isolate growth, OD600, 24 h; hits give low values; growth activity, negative = inhibition, % at 16 µg/mL (by protocol); 86,000 tested, 0.25% active;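 active means mean growth activity at or below -80% and every replicate also at or below -80%; inconclusive means mean at or below -80% but some replicate above -80%; inactive means mean growth activity above -80%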;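 further: 0% = DMSO wells and -100% = levofloxacin 16 µg/mL wells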
Pf Dd2 growth – inhibitors of Plasmodium falciparum Dd2 growth; P. falciparum Dd2 growth, SYBR Green, 72 h; hits give low values; AID 1159554; 94,000 tested, 2.3% active; activity change, % at 10 µM; in the data active means activity change below about -80%; inconclusive means no clear call, values can overlap the other calls
Tcruzi prolif – blocks T. cruzi growth in NIH3T3 culture | AID 624255 | 77,000 tested, 5.9% active | inhibition, % at 8.34 µM | T. cruzi beta-gal in NIH3T3, GalScreen luminescence, 90 h;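 active means mean inhibition above about 93%, with at least 55% of replicates each passing it, limit read from the data, passing the limit was not always enough; inconclusive means only one of those two conditions holds; inactive means neither condition holds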
Starred values were filed as active, the others as inactive; u = inconclusive; x = no result given; & = joins results of further samples; ! = not confirmed by another sample.

SMILES	KDM4C inh	C diff growth	Pf Dd2 growth	Tcruzi prolif
Cc1noc(C)c1NC(=O)Nc1ccc2c(c1)C(=O)N([C@H](C)CO)C[C@@H](C)[C@H](CN(C)CC1CC1)OCCCC[C@@H](C)O2	0.6	0	64	-12
Cc1ccc(-c2cnc3c(c2)C(=O)N([C@H](C)CO)C[C@H](C)[C@H](CN(C)CC2CCCC2)O3)cc1	0.2	16	-31	87
C[C@@H]1CN([C@H](C)CO)C(=O)c2cccc(NC(=O)c3ccc(-c4nccs4)cc3)c2O[C@@H]1CN(C)C(=O)Nc1cccc2ccccc12	0.5	0	-70	-27
C[C@@H]1CN([C@H](C)CO)C(=O)c2cc(NC(=O)c3ccncc3)ccc2O[C@@H]1CN(C)S(=O)(=O)c1cccs1	-1.2	x	-42	1
CO[C@@H]1CN(C)C(=O)c2ccc(NC(=O)c3ccc(F)cc3)cc2OC[C@H](C)N(C(=O)c2ccc(F)cc2)C[C@H]1C	-0.9	x	-40	18
CCCN1[C@H](C(=O)N(C)C)[C@@H](CO)[C@@H]2Cn3c(ccc(-c4ccc(OC)cc4)c3=O)[C@@H]21	4.4	6	-6	21
C[C@H]1CN([C@@H](C)CO)C(=O)CCCn2nncc2CO[C@H]1CN(C)Cc1ccc(Oc2ccccc2)cc1	-0.2	-3	-17	-28
CCC(=O)Nc1ccc2c(c1)C(=O)N(C)C[C@@H](OC)[C@H](C)CN(C(=O)Cc1ccccn1)[C@@H](C)CO2	-0.2	x	21	-14
CO[C@@H]1CN(C)C(=O)c2cc(NS(=O)(=O)c3ccc(C)cc3)ccc2OC[C@@H](C)N(Cc2nccs2)C[C@H]1C	4.6	3	-47	58
COc1ccc(C[C@H]2CCn3cc(nn3)COC[C@H](c3ccccc3)NC2=O)cc1	0.8	-3	x	x
Cc1ccc(S(=O)(=O)Nc2ccc3c(c2)C(=O)N([C@@H](C)CO)C[C@H](C)[C@@H](CN(C)S(C)(=O)=O)OCCCC[C@H](C)O3)cc1	0.1	15	-3	10
Cc1noc(C)c1NC(=O)N(C)C[C@H]1Oc2c(NS(C)(=O)=O)cccc2C(=O)N([C@@H](C)CO)C[C@@H]1C	-0.9	1	18	21
C/C=C/c1cnc2c(c1)C(=O)N([C@@H](C)CO)C[C@@H](C)[C@H](CN(C)C(=O)Nc1ccc(C(F)(F)F)cc1)O2	-0.6	-6	3	92
C[C@H](CO)N1C[C@H](C)[C@@H](CN(C)Cc2cccc(C(=O)O)c2)Oc2ncc(C#C[C@@H](C)O)cc2C1=O	-1.4	-4	32	9
CCCNC(=O)N1C[C@@H](C)[C@@H](OC)CN(C)C(=O)c2cc(NC(=O)CCC)ccc2OC[C@@H]1C	-0.1	x	25	69
COc1ccc(-c2cn(CC[C@H]3CC[C@H](NC(=O)CCN4CCCCC4)[C@@H](CO)O3)nn2)cc1	0.9	x	-2	-39
COc1ccc(NC(=O)Nc2cccc3c2O[C@H](CN(C)C(=O)NC2CCCCC2)[C@@H](C)CN([C@H](C)CO)C3=O)cc1	-0.6	-8	-8	11
C[C@H]1CCCCO[C@H](CN(C)C(=O)Nc2ccc3c(c2)OCO3)[C@@H](C)CN([C@@H](C)CO)C(=O)c2cc(N(C)C)ccc2O1	1.7	0	-35	65
COc1ccc2c3c(n(C)c2c1)[C@@H](CO)N(C(=O)C1CCOCC1)CC31CN(C)C1	0.5	-9	-8	x
O=C1CN(Cc2ccc(F)cc2)C[C@@H]2[C@H](c3ccc(-c4ccccc4F)cc3)[C@@H](CO)N12	-3.9	-3	29	x

3 compounds already listed, ordered by the value under Pf Dd2 growth, high to low:
molecule | KDM4C inh | Pf Dd2 growth
C[C@H](CO)N1C[C@H](C)[C@@H](CN(C)Cc2cccc(C(=O)O)c2)Oc2ncc(C#C[C@@H](C)O)cc2C1=O | -1.4 | 32
COc1ccc2c3c(n(C)c2c1)[C@@H](CO)N(C(=O)C1CCOCC1)CC31CN(C)C1 | 0.5 | -8
C[C@H]1CCCCO[C@H](CN(C)C(=O)Nc2ccc3c(c2)OCO3)[C@@H](C)CN([C@@H](C)CO)C(=O)c2cc(N(C)C)ccc2O1 | 1.7 | -35

Ordered by formula weight (highest first): some entries from above
SMILES	KDM4C inh	C diff growth	Pf Dd2 growth	Tcruzi prolif
C[C@H]1CCCCO[C@H](CN(C)C(=O)Nc2ccc3c(c2)OCO3)[C@@H](C)CN([C@@H](C)CO)C(=O)c2cc(N(C)C)ccc2O1	1.7	0	-35	65
C[C@H](CO)N1C[C@H](C)[C@@H](CN(C)Cc2cccc(C(=O)O)c2)Oc2ncc(C#C[C@@H](C)O)cc2C1=O	-1.4	-4	32	9
CCCNC(=O)N1C[C@@H](C)[C@@H](OC)CN(C)C(=O)c2cc(NC(=O)CCC)ccc2OC[C@@H]1C	-0.1	x	25	69

The listing continues.
SMILES	KDM4C inh	C diff growth	Pf Dd2 growth	Tcruzi prolif
COc1ccc(S(=O)(=O)Nc2ccc3c(c2)C(=O)N([C@@H](C)CO)C[C@@H](C)[C@H](CN(C)C(=O)Nc2cccc4ccccc24)O3)cc1	0.1	-5	-21	-15
CCCC#Cc1ccc2c(c1)O[C@@H](CN(C)C(=O)NCCC)[C@H](C)CN([C@@H](C)CO)S2(=O)=O	-3.4	-9	-15	45
CCC(=O)N1C[C@H](C)[C@@H](OC)CN(C)C(=O)c2cc(NC(=O)c3ccc(F)cc3)ccc2OC[C@H]1C	0.2	x	2	33
CC(=O)N1[C@H](CO)[C@H](c2ccccc2)[C@H]1CN(C)C(=O)c1ccccc1F	-1.7	3	-9	71
CCCNC(=O)C[C@H]1C[C@H]2c3cc(NC(=O)Nc4ccc(OC)cc4)ccc3O[C@H]2[C@@H](CO)O1	-1.4	0	6	57
O=C(C[C@H]1C[C@@H]2c3cc(NC(=O)c4ccc5c(c4)OCO5)ccc3O[C@@H]2[C@@H](CO)O1)NCc1ccc(Cl)cc1	1.1	4	-41	101*
C[C@@H]1CCCCO[C@H](CN(C)CC2CC2)[C@@H](C)CN([C@H](C)CO)C(=O)c2cc(NC(=O)Nc3cccc4ccccc34)ccc2O1	-1.6	5	27	64
CCC(=O)Nc1ccc2c(c1)OC[C@H](C)N(C(C)=O)C[C@@H](C)[C@@H](OC)CN(C)C2=O	0.1	-3	3	-35
C[C@@H]1CCCCO[C@H](CN(C)C(=O)NC2CCCCC2)[C@H](C)CN([C@H](C)CO)C(=O)c2cc(NS(=O)(=O)c3ccccc3)ccc2O1	-0.8	7	u	106*
CNC[C@H]1[C@@H](c2ccc(C#CCC3CCCC3)cc2)[C@@H](CO)N1C(=O)C1CCC1	0.3	53	-74	x
COc1ccc(S(=O)(=O)N2C[C@@H](O)COC[C@@H]3O[C@H](CC(=O)N[C@H]4CCN(Cc5ccccc5)C4)CC[C@H]32)cc1	-3.4	-5&-5	x	6
CCCNC(=O)N(C)C[C@H]1Oc2ncc(C#CC(C)C)cc2C(=O)N([C@H](C)CO)C[C@@H]1C	x	2	26	-89
COc1ccc(NC(=O)Nc2ccc3c(c2)[C@H]2C[C@H](CC(=O)NCC4CC4)O[C@@H](CO)[C@H]2O3)cc1	-3.7	-1	19	-23
CN1C(=O)c2cc(NC(=O)c3ccno3)ccc2OC[C@H]2O[C@@H](CC(=O)NCC(F)(F)F)CC[C@@H]21	-5.1	-13	-3	-16
CCCNC(=O)N(C)C[C@@H]1Oc2ncc(C#CC(C)C)cc2C(=O)N([C@@H](C)CO)C[C@H]1C	x	33	26	-83
CCS(=O)(=O)Nc1ccc2c(c1)C(=O)N(C)[C@H]1CC[C@@H](CC(=O)N3CCN(C)CC3)O[C@H]1CO2	-0.4	-11	13	32
C[C@@H]1CN([C@@H](C)CO)C(=O)CCCn2cc(nn2)CO[C@@H]1CN(C)S(=O)(=O)c1cccs1	-0.9	x	20	-9
COc1ccccc1CN1[C@@H](CO)[C@H](c2ccccc2)C12CN(C(C)=O)C2	-0.3	-3	-51	x
C[C@@H]1CN([C@@H](C)CO)C(=O)Cc2cc(NC(=O)CCN3CCOCC3)ccc2O[C@@H]1CN(C)Cc1ccc(Oc2ccccc2)cc1	-0.6	-12	-18	2
O=C(C1CCCC1)N1CC2(C1)[C@H](c1ccccc1)[C@@H](CO)N2Cc1ccc(Cl)cc1	7.0	58	-52	x
C[C@H](CO)N1C[C@H](C)[C@H](CN(C)C(=O)NC2CCCCC2)Oc2ccc(NC(=O)c3ccncc3)cc2CC1=O	-1.9	-3	17	-5
CNC(=O)C[C@@H]1CC[C@H]2[C@@H](COC[C@@H](O)CN2Cc2ccccc2F)O1	-0.6	9&-4	34	x
Cc1cc(C(=O)Nc2cccc3c2O[C@H](CN(C)C(=O)Nc2c(C)noc2C)[C@H](C)CN([C@@H](C)CO)C3=O)n(C)n1	0.7	x	3	-11
O=C(C[C@@H]1C[C@@H]2c3cc(NC(=O)Cc4ccncc4)ccc3O[C@@H]2[C@H](CO)O1)NCc1ccccc1	-1.8	x	-39	-2
CC(C)NC(=O)Nc1ccc2c(c1)CC(=O)N([C@H](C)CO)C[C@@H](C)[C@H](CN(C)CC1CC1)O2	-2.5	-3	6	-13
Cc1noc(C)c1NC(=O)N[C@@H]1CC[C@@H](CC(=O)NCCCN(C)C)O[C@H]1CO	0.3	x	6	46
CN(C)C(=O)c1cc2c(c(-c3cccc(C4=CCCC4)c3)n1)[C@@H](CCO)N([S@](=O)C(C)(C)C)C2	2.8	x	35	-9
CN1CCN(C(=O)C[C@@H]2CC[C@@H]3[C@H](COC[C@@H](O)CN3C(=O)Nc3ccc(Cl)cc3)O2)CC1	-0.2	x	5	10
Cc1ccc(-c2ccc3c(c2)O[C@H](CN(C)S(C)(=O)=O)[C@@H](C)CN([C@H](C)CO)S3(=O)=O)cc1	1.5	-15	-2	55
O=C(C[C@H]1CC[C@@H]2[C@H](COC[C@H](O)CN2Cc2nccs2)O1)NCc1ccc(Cl)cc1	3.0	x	7	5
C[C@H]1CN([C@@H](C)CO)C(=O)c2cc(N(C)C)ccc2O[C@H]1CN(C)C(=O)Nc1cccc2ccccc12	1.7	-5	-24	34
COCCNC(=O)C[C@H]1C[C@@H]2c3cc(N(C)C)ccc3O[C@@H]2[C@@H](CO)O1	46*	3	30	x
C[C@H](CO)N1C[C@H](C)[C@@H](CN(C)C(=O)Nc2ccc(C(F)(F)F)cc2)Oc2c(NS(C)(=O)=O)cccc2C1=O	x	1	0	x
COC(=O)C[C@@H]1CC[C@@H]2[C@H](COC[C@@H](O)CN2C(=O)Nc2ccccc2OC)O1	1.1	38&5	4	36
Cc1noc(C)c1NC(=O)Nc1ccc2c(c1)C(=O)N([C@H](C)CO)C[C@@H](C)[C@@H](CN(C)C(=O)Nc1c(C)noc1C)OCCCC[C@@H](C)O2	0.2	2	24	20
COc1ccc(NC(=O)N(C)C[C@H]2Oc3ccc(NS(=O)(=O)c4ccc(C)cc4)cc3CC(=O)N([C@@H](C)CO)C[C@H]2C)cc1	1.4	x	15	14
CNC(=O)C[C@H]1CC[C@@H]2[C@H](COc3ccc(NC(=O)Nc4ccc(F)c(F)c4)cc3C(=O)N2C)O1	0.1	6	-1	14
CC(C)OC(=O)N(C)C[C@H]1OCc2ccccc2-c2c(n(C)c3ccccc23)C(=O)N([C@H](C)CO)C[C@H]1C	-1.4	x	-83*	29
COc1ccccc1CN(C)C[C@@H]1OCc2ccccc2-c2c(n(C)c3ccccc23)C(=O)N([C@@H](C)CO)C[C@@H]1C	-0.9	73	4	x
CC(=O)N1CC2(C1)[C@H](c1ccccc1)[C@H](CO)N2S(=O)(=O)c1ccccc1	0.6	-5	27	x
CN1C(=O)c2cc(NS(=O)(=O)c3cccc(F)c3)ccc2OC[C@H]2O[C@H](CC(=O)NCCN3CCCCC3)CC[C@H]21	0.9	-4	-18	-20
C[C@@H]1CN([C@@H](C)CO)C(=O)Cc2cc(NC(=O)CCN3CCOCC3)ccc2O[C@@H]1CN(C)Cc1ccc(Cl)c(Cl)c1	8.6	-10	-15	2
CCCNC(=O)N[C@H]1CC[C@H](CCNS(=O)(=O)c2cccc(F)c2)O[C@H]1CO	-1.0	x	10	-15
COc1ccc2c3c([nH]c2c1)[C@H](CO)N(C(=O)C1CC1)CC31CN(C(=O)c2ccncc2)C1	1.2	-7	-1	x
CC(=O)N1C[C@@H]2[C@H](c3ccccc31)[C@@H](CO)N2C(=O)CC1CC1	-2.3	-4	10	2
Cc1cccc(NC(=O)Nc2ccc3c(c2)C(=O)N(C)[C@@H]2CC[C@@H](CC(=O)NCc4ccccc4Cl)O[C@H]2CO3)c1	-2.3	-18	-39	93
C[C@@H]1CN([C@@H](C)CO)S(=O)(=O)c2ccc(Br)cc2O[C@H]1CN(C)Cc1cccnc1	-0.5	-2	-23	x
COc1cc(CN2C[C@@H]3N[C@H](C2)C3c2ccc(/C=C/c3ccccc3)cc2)cc(OC)c1 (some centres not stated)	-0.3&-0.5	11&63	-88*!	x
C[C@@H]1CN([C@H](C)CO)C(=O)c2cc(NC(=O)C3CCCCC3)ccc2O[C@@H]1CN(C)Cc1ccc2c(c1)OCO2	0.1	-1	35	-27
